MCF10A rerep: A quantitative high throughput screen for small molecules that induce DNA re-replication in MCF 10a normal breast cells; AID 624296, 2012; 350,000 compounds, 2.9% hits; Potency, µM (highest dose often 46.1 µM), for the others: top-dose activity, positive = re-replication, most hits filed as activators; MCF 10A DNA re-replication, Hoechst nuclear intensity, 48 h; further: potency means the concentration at half of the fitted maximal effect; % of control where 0% means no effect; nearly all actives have a fitted effect of over 50% in size
HT1080 IDH1KD tx: qHTS for induction of synthetic lethality in tumor cells producing 2HG: qHTS for the HT-1080-IDH1KD cell line; Potency, µM (doses to about 46.1 µM), for inactives: at the highest dose activity, negative = toxicity, actives largely listed as cytotoxic; 360,000 compounds, 2% hits; HT-1080 IDH1 knockdown viability, ATP luminescence, 48 h;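 further: potency means the concentration at half of the fitted maximal effect; 0% = DMSO wells and -100% = cell-free medium wells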
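% activity derives from luminescence (CellTiter-Glo), normalised to DMSO and no-cell wells. HT-1080-IDH1KD cells, 750/well, had 48 h compound exposure at 37 °C.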
DRD3 agonist: qHTS of D3 Dopamine Receptor Agonist: qHTS; D3R DiscoveRx beta-arrestin cells, luminescence, 90 min; max activation, %; 410,000 compounds, 0.58% hits; AID 652048, 2013; in the data active means max activation above about 30%; further: 0% is about no effect; mostly tested at two doses, the higher about 12 µM
Target sequence (P35462 whole entry, looked up): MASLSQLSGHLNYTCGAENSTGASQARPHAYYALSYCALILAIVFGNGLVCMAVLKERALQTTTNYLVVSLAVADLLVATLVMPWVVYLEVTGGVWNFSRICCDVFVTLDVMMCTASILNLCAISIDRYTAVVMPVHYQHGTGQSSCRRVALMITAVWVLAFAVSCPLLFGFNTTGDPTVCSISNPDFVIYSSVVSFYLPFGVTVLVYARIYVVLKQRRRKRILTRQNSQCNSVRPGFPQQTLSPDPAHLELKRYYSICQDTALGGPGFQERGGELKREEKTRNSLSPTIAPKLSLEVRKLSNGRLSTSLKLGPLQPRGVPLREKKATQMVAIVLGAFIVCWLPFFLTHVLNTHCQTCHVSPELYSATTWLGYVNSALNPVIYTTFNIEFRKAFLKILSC
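Cells at 1500/well, incubated overnight, then treated with pinned compounds (dopamine as control) for 90 min at 37 degrees C. DiscoveRx reagent added for 30 - 60 minutes at room temperature; luminescence read.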
KB-3-1 cytotox: qHTS assay for MDR1-selective chemotherapeutics: Primary screen using the parental adenocarcinoma cell KB-3-1 | KB-3-1 viability, CellTiter-Glo ATP luminescence, 72 h | Potency, µM (top dose mostly 46.1 µM), for the others: at the highest dose activity change, negative = cytotoxic, most hits filed as cytotoxic | 400,000 compounds, 1.4% hits; further: potency means the concentration at half of the fitted maximal effect; on the % scale 0 is the no-effect control and ±100 the full control effect; nearly all actives have a fitted effect of over 60% in size
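Cells are dispensed, compounds pinned in, plates held at 37 °C for 72 h, then CellTiter-Glo is added and luminescence read after 10 minutes. Cell line: parental KB-3-1 in phenol-red-free DMEM, 10% FBS.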
KB-V1 MDR tox: qHTS assay for MDR1-selective chemotherapeutics: Primary screen using the drug-selected MDR subline cells KB-V1; KB-V1 MDR cells viability, CellTiter-Glo, 72 h; Potency, µM (highest dose often 46.1 µM), without a hit: at the top dose activity change, negative = cytotoxicity, hits mostly cytotoxic; 400,000 compounds, 3.4% hits; further: potency means the concentration at half of the fitted maximal effect; on the % scale 0 is the no-effect control and ±100 the full control effect; nearly all actives have a fitted effect of over 60% in size
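In this primary screen, KB-V1 cells overexpressing P-gp are incubated with library compounds (lowest to highest concentration) for 72 h at 37 degrees C before a luminescent ATP viability read.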
IL-1B inflam inh: qHTS for Inhibitors of Inflammasome Signaling: IL-1-beta AlphaLISA Primary Screen; THP-1 LPS/ATP IL-1B secretion, AlphaLISA, 16 h; stronger effect = lower value; activity change, % at 57.5 µM; 360,000 compounds, 4.7% hits; in the data active means activity change below about -50%; inconclusive means mostly about -30% to -49%; further: on the % scale 0 is the no-effect control and ±100 the full control effect
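THP-1 cells pretreated 1 hr with compounds (up to 57.5 uM final), then stimulated with LPS (250 ng/mL final) plus ATP (1.25 mM final); secreted IL-1B measured by AlphaLISA after 16 hr, decreased signal indicating inhibition.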
HT1080NT lethal: qHTS for induction of synthetic lethality in tumor cells producing 2HG: qHTS for the HT-1080-NT fibrosarcoma cell line; HT-1080-NT fibrosarcoma viability, CellTiter-Glo ATP luminescence, 48 h; 360,000 compounds, 1.6% hits; AID 686970, 2013; Potency, µM (top dose mostly 46.1 µM), for the others: top-dose activity, negative = less viability, most hits filed as cytotoxic;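 further: NT is the 2HG producing partner of a matched IDH1 knockdown line; potency means the concentration at half of the fitted maximal effect; 0% = DMSO-treated cells and -100% = media-only wells without cells; nearly all actives have a fitted effect of over 55% in size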
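A 48-hour cytotoxicity screen used HT-1080-NT cells plated 2 hours before compound delivery. ATP-based CellTiter-Glo luminescence measured viability, normalized to DMSO and no-cell controls.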
SW480 rereplic: A quantitative high throughput screen for small molecules that induce DNA re-replication in SW480 colon adenocarcinoma cells | SW480 DNA re-replication, Hoechst DNA content imaging, 48 h | Potency, µM (series often up to 46.1 µM), for inactives: at the highest dose re-replication activation, usual class: activators | 340,000 compounds, 1.8% hits | AID 624297, 2012; further: potency means the concentration at half of the fitted maximal effect; % of control where 0% means no effect; nearly all actives have a fitted effect of over 55% in size
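DNA re-replication was detected as more nuclei of elevated Hoechst intensity after 48 hr exposure to compound (23 nL pinned per well of 250 cells).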
GLP1R cytotox: qHTS of GLP-1 Receptor Inverse Agonists: Cytotox Screen; 410,000 compounds, 0.13% hits; Potency, µM (top dose mostly 38.3 µM), for the others: at the top dose activity change, negative = inhibition, hits mostly inhibitors; HEK293 cAMP-luciferase reporter cells, luminescence, 24 h;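 further: loss of luciferase light is scored as toxicity; potency means the concentration at half of the fitted maximal effect; on the % scale 0 is the no-effect control and ±100 the full control effect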
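Step one: seed cells (200 cells/uL, DMEM with 10% Nu serum, 1% pen-strep). Step two: 12-hour incubation at 37 deg C. Step three: pin 23 nL compound, incubate 24 hr. Step four: add luciferase reagent, read luminescence 12 min later.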
The depositor's hits bear a star; ? = inconclusive; · = not tested or not shown; & = joins results of further samples; [ ] = dose if it differs, or a comment. Unless noted, the call rests on the fitted dose curve; in most records, active means well fitted curve in the direction sought with a large enough effect; inconclusive means small, poorly fitted or top-dose-only effect, or another doubt; inactive means no such curve, though single readings can be large; an effect the other way counts as inactive or inconclusive. Compounds were not picked by outcome; overall some 11% were active at least once.

SMILES,MCF10A rerep,HT1080 IDH1KD tx,DRD3 agonist,KB-3-1 cytotox,KB-V1 MDR tox,IL-1B inflam inh,HT1080NT lethal,SW480 rereplic,GLP1R cytotox
CCCCN1C[C@H](C)[C@@H](CC(=O)NCc2ccccc2)C1=O,-5%,3%,4,11%&-2%,?,2,-9%,-1%,-24%
COC(=O)c1ccc(NCN2C(=O)C3C4CCC(C4)C3C2=O)cc1 (stereo not drawn),-10%,2%,2,12%,?,-9,0%,-11%,0%
Cc1ccc(CN(C(=O)c2ccco2)C(C(=O)NC2CCCC2)c2ccc(N3CCOCC3)cc2)cc1 (stereo not drawn),15%,-1%,-1,-4%,?,-29,-14%,-1%,9%
COc1ccccc1NC(=O)N(C)C[C@@H]1OCc2cnnn2CCCC(=O)N([C@@H](C)CO)C[C@@H]1C,·,6%,-7,17%,-1%,12,4%,·,-4%
COc1ccc(CCNc2oc(COc3ccccc3Cl)nc2C#N)cc1OC,?,-13%,8,-2%,-13%,-21,-1%,-1%,-7%
Cc1nsc2c1ccc1ccccc12,-7%,18%,-14,0%,9%,-20,2%,-32%[inhibitor],2%
N#Cc1ccc(NC(=O)c2cc(=O)c3ccccc3o2)cc1,1%,2%,-2,0%,-3%,-4,?,4%,-2%[7.66 µM]
Cn1nnc(C(O)CNCc2cccs2)n1 (stereo not drawn),-1%,5%,9,2%,-3%,25,-12%,3%,0%

A portion of the results above:
SMILES,MCF10A rerep,HT1080 IDH1KD tx,DRD3 agonist,KB-3-1 cytotox,KB-V1 MDR tox,IL-1B inflam inh,HT1080NT lethal,SW480 rereplic,GLP1R cytotox
CCCCN1C[C@H](C)[C@@H](CC(=O)NCc2ccccc2)C1=O,-5%,3%,4,11%&-2%,?,2,-9%,-1%,-24%
COC(=O)c1ccc(NCN2C(=O)C3C4CCC(C4)C3C2=O)cc1 (stereo not drawn),-10%,2%,2,12%,?,-9,0%,-11%,0%

The listing continues.
SMILES,MCF10A rerep,HT1080 IDH1KD tx,DRD3 agonist,KB-3-1 cytotox,KB-V1 MDR tox,IL-1B inflam inh,HT1080NT lethal,SW480 rereplic,GLP1R cytotox
CCn1c(CNC(=O)c2cccc(C)c2)nnc1SCC(=O)NC1CCCC1,3%,2%,-4,-1%,0%,-4,-3%,-7%,12%
COc1cccc(N/C=C/C(=O)c2ccc(Cl)cc2)c1,?,-14%,-6,-21%,-1%,-19,?,15%,5%
O=C(Cn1nc(-c2ccc(F)cc2)ccc1=O)Nc1ccc(C(=O)NC2CC2)cc1,-3%,-2%,-6,-1%,?,-21,4%,-1%,18%
CS(=O)(=O)Nc1ccc(C(=O)NCCSCc2c(F)cccc2Cl)cc1,2%,0%,2,7%,22%,12,-10%,-1%,0%
CCOC(=O)CN(C(=O)CSc1nnc(-c2ccncc2)n1CCCN(C)C)c1ccccc1,-2%,19%,0,-6%,16%,25,19%,1%,-14%
Cc1ccc(C2=Nc3ccccc3N(C(=O)c3ccccc3)C(C)C2)cc1 (stereo not drawn),5%,-2%,-1,-3%,-5%,-16,2%,-1%,4%
Cc1cccc(C)c1NC(=O)CCC(=O)N1Cc2ccccc2Oc2ncccc21,·,·,-15,5%,-8%,·,·,·,16%
CC1(C)CC(=O)C2=C(C1)N=C1SCCC(=O)N1C2c1cccc([N+](=O)[O-])c1 (stereo not drawn),-1%,7%,-2,18%,-4%,0,8%,-27%,-15%
CN(Cc1ccc(C(C)(C)C)cc1)C(=O)Cc1ccc(S(=O)(=O)N2CCOCC2)s1,?,-9%,-2,-2%,-1%,-15,-22%,-6%,1%
CCn1c(COc2ccc(Cl)cc2)nnc1SCC(=O)Nc1ccc2c(c1)OCO2,7%,-7%,-2,-9%,0%,-15,-11%,0%,15%
CCCCCCC(=O)Nc1ccc(C(=O)N2CCCC2)cc1,-2%,6%,2,-2%,-14%,-12,3%,0%,-6%
COc1ccc2nc(C)cc(SCC(=O)O)c2c1,-1%&-5%,3%&1%,1&5,0%&-5%,13%&6%,0&-22,2%&11%,-6%&-20%,-10%&4%
COc1ccc2c(c1)CCc1c(C(=O)Nc3ccc(C#N)cc3)noc1-2,·,·,-12,-1%,1%,·,·,·,15%
COc1ccc(-n2c(-c3ccc(Cl)cc3)c[nH]c2=S)cc1,?,-4%,1,7%,18%,-10,5%,-2%,-8%
Cc1cc(/C=N/n2cnnc2)c(C)n1-c1ccc(OCc2ccc(F)cc2)cc1,-4%,?,-11,?,?,-80*,?,1%,-15%
CCOc1cc(C(=O)NC)cc(OCC)c1OCC,-12%,1%,-9,3%,-18%,-5,-7%,?,8%
COc1ccc(-c2cc(-c3ccccc3)c(C#N)c(SCC(=O)Nc3ncc(C)s3)n2)cc1,23µM*,0%,-9,2%,?,5,-10%,?,34%[activator]
CCN(CC)CCn1c2ccc(Cl)cc2c2nc(C)sc21,?,-1%,-14,7%,0%,-30,28µM*,?,-18%
Cc1cc(C(F)(F)F)nc(SCC(=O)NC2=NC(=O)C(C)S2)n1 (stereo not drawn),0%,-15%,2,2%,30%,20,?,-10%,-21%
Fc1ccccc1C1CCN(Cc2nc(CC3CC3)no2)C1 (stereo not drawn),-27%,13%,-14,0%,8%,-3,23%,-1%,4%
CC(C)(C)NC(=O)Nc1cccc(Cl)c1Cl,14%,1%,-6,-5%,-6%,22,1%,7%,1%
N#CC1=C(S)N=C(N)C(c2nc(-c3ccccc3)cs2)C12CCCC2 (stereo not drawn),?,15%,0,4%,-6%,-16,1%,-2%,17%
COc1ccc(C(=O)NCCc2nnc(SCc3nc4ccccc4c(=O)[nH]3)n2C)cc1,-4%,-16%,-3,14%,-7%,27,-2%,1%,-9%
CN(C)CCCN(C(=O)c1ccc(S(=O)(=O)N2CCCC2)cc1)c1nc2ccc(Br)cc2s1,1%,23µM*,-12,?,0%,-52*,21µM*,8%,?
O=C(COc1cccc(Br)c1)N/N=C/c1ccc2c(c1)OCCO2,·,0%,7,23%,-2%,-15,11%,·,-3%
CCN1C(=O)N(CC)C2NC(=S)NC21 (stereo not drawn),-6%,15%,3,-2%,0%,-2,16%,-5%,1%
O=C(Nc1ccc(CN2CCOCC2)cc1)c1ccc(-c2ccc(Br)cc2)o1,?,?,18,19%,21µM*,-79*,14µM*,?,?
CC(C)CCNC(=O)C1CCN(C(=O)c2cc3sccc3n2Cc2ccc(Cl)cc2)CC1,·,·,0,0%,0%,·,·,·,-15%
CC(C)C(=O)N1CCCC1(C)C(=O)Nc1ccc(-n2cccc2)cc1 (stereo not drawn),·,1%,3,20%,-18%,-23,22%,·,1%
CCOc1cccc(NCc2cc3c(C(C)(C)C)nn(-c4ccccc4)c3[nH]c2=O)c1,0%,1%[9.24 µM],-18,-19%,-20%,-14,?,2%,7%
O=C(Nc1cccc([N+](=O)[O-])c1)c1ccncc1,-1%,20%,-5,-1%,-10%,22,22%,-3%,1%
Nc1nc(SCC(=O)N2CCCc3ccccc32)[nH]c(=O)c1-c1ccccc1,-11%,-4%,3,5%,3%,18,-11%,21%,8%
CC(Oc1cc2oc(=O)c3c(c2cc1Cl)CCCC3)C(=O)NCc1cccnc1 (stereo not drawn),12%,-3%,-17,-6%,-9%,-13,0%,6%,-3%
COc1ccccc1NC(=O)CCn1c(=O)c2cccn2c2ccccc21,0%,15%,-1,-7%,-7%,-4,12%,26%,-5%
CCc1cc(=O)oc2cc(C)cc(OC(C)C(=O)NC3CC(C)(C)NC(C)(C)C3)c12 (stereo not drawn),-1%,-3%,2,-1%,-21%,-20,-1%,-5%,18%
CN(C)CCN[C@H]1CCC2C3CC=C4C[C@@H](O)CC[C@]4(C)C3CC[C@@]21C (stereo partly drawn),21µM*,-1%,-2,1%,-9%,5,-7%,?,?
Cc1nn(-c2ccccc2)c(N)c1C(O)(C(F)(F)F)C(F)(F)F,-2%,11%,4,-2%,11%,9,11%,1%,-11%
COC(=O)C1NN=C(C(=O)c2ccc(Br)cc2)C1c1cccc(Br)c1 (stereo not drawn),?,4%,6,?,23µM*,20,3%,0%,?
CC(=O)OC1CSC2c3ccccc3C(=O)N2Cc2sccc21 (stereo not drawn),?,-4%,5,-8%,-2%,11,-1%,-4%,7%
CO/N=C/c1c(-c2ccc(Cl)cc2)nc2cc(C)ccn12,?,-3%,22,21%,-2%,-52*,-4%,?,-29%
COc1ccc(C(c2c(C)n(C)n(-c3ccccc3)c2=O)c2c(C)n(C)n(-c3ccccc3)c2=O)cc1,-5%,2%,-2,5%,1%,14,10%,-1%,-9%
c1ccc(-c2nc(NCC3CC3)nc3ccsc23)cc1,·,4%,-11,0%,2%,23,13%,·,-3%
CC(C)(C)C(=O)Nc1c2c(nn1-c1cccc(Cl)c1)CS(=O)(=O)C2,0%,12%,-4,-4%,6%,-25,0%,-13%,11%
COCc1nnc(NC(=O)CCc2ccc(OC)cc2)s1,?,21%,-4,-9%,-24%,15,17%,-2%,-2%
CCc1ccc(C(=O)OCC(=O)NCC(F)(F)F)cc1,14%,4%,0,5%,-4%,7,14%,1%,-3%
Clc1cc(Cl)cc(CN2CCSCC2)c1,6%,12%,1,1%,1%,0,8%,-11%,6%

Taken from above.
CC(C)(C)C(=O)Nc1c2c(nn1-c1cccc(Cl)c1)CS(=O)(=O)C2 in KB-V1 MDR tox is entered as 6%
COCc1nnc(NC(=O)CCc2ccc(OC)cc2)s1 in IL-1B inflam inh is entered as 15
